# Source: PubChem BioAssay
# Vif inh: HIV Vif self-association inhibitors, primary screen, imaging, HEK293T, single point | 0.35% of 340,000 active | HEK293T cells, Vif self-association by quenched fluorescence, 24 h | inhibition, % at 7.49 µM; in the data active = inhibition above about 50%, passing the limit was not always enough; also: some results filed as inactive read as strong as hits
# CF NFkB block: inhibitors of PAF-induced NF-kB signaling, primary screen, cell-based, GFP fluorescence, uHTS; 0.86% of 360,000 active; inhibition, % at 5 µM; KKLEB NF-kB-GFP reporter, GFP fluorescence overnight; AID 588850, 2011;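 active = at least 50% inhibition at 5 µM, scaled per plate between neutral and stimulator controls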;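 also: PAF is a Pseudomonas aeruginosa culture filtrate used as stimulus; plate controls were PAF-stimulated DMSO wells for no effect and unstimulated DMSO wells for full effect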
# NR2E3 ag-1: NR2E3 agonists in two-hybrid cells, primary screen, cell-based, luminescence, CHO-S, Gal4-NCOR/VP16-NR2E3 | 0.35% of 360,000 active | AID 602229, 2012 | luciferase | inhibition of corepressor binding, % at 3.98 µM | Photoreceptor-specific nuclear receptor (Homo sapiens), Q9Y5X4;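 active = inhibition above the mean of all tested compounds plus 3 SD, cut at about 70% in these data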;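 also: 0% = DMSO with NR2E3 transfected cells and 100% = cells lacking NR2E3 construct; higher means lower luciferase signal from less NR2E3 corepressor binding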
# Target sequence (Q9Y5X4 whole entry, looked up, the tested form may be a part): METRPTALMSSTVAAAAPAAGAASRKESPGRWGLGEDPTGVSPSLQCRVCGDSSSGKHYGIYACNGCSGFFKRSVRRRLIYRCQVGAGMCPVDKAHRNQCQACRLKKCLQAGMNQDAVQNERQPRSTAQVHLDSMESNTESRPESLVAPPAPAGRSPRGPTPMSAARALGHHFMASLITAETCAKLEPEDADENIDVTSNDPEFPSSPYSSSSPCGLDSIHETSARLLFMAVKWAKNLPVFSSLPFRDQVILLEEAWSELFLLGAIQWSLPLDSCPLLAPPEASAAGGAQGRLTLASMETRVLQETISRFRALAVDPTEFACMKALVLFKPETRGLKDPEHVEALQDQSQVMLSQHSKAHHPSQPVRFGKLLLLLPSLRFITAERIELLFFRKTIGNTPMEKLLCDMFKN
# NR2E3 ag-2: inhibitors of NR2E3-RetCOR corepressor binding, primary screen, NR2E3 agonist project, biochemical, TR-FRET, GST-NR2E3, biotin-RetCOR | 1536-well | Photoreceptor-specific nuclear receptor (Homo sapiens), Q9Y5X4 | AID 2300, 2010 | 0.12% of 320,000 active | inhibition of corepressor binding, % at 4.78 µM;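 active = percent inhibition above the cutoff of mean plus 3 SD of all tested compounds, set per screening campaign, cut at about 20% in these data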;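 also: 0% = DMSO wells and 100% = biotin wells as full block of FRET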
#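 Material: NR2E3–RetCOR corepressor complex / Amount: 1.35 nM GST-NR2E3 / Medium: Tris pH 7.5 / Compound: single nominal compound dose of 4.8 µM / Incubation: 5 h at 4 °C / Technique: TR-FRET, Eu(K)-anti-GST donor, streptavidin-D2 acceptor, ex 340, em 617/671 nm / Read-out basis: percent loss of FRET ratio relative to control wells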
# CaV13 ICDI inh: Disruptors of the CACNA1D IQ motif to Ca2+-dependent inactivation inhibitor domain association, primary screening, Förster resonance energy transfer in intact living … | 0.098% of 340,000 active | inhibition, % at 12.3 µM | HEK cells, CFP/YFP FRET ICDI-IQ, plate reader, 10 min; percent FRET-ratio fall versus neutral wells;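 active = mean replicate inhibition of at least 30% and at least 1% of replicates passing that level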;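 also: 0% = median of the neutral control wells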
# HIF-2a block: HIF-2a reporter inhibitors, primary screen, luminescence, 786-0 RCC cells. 786-0 RCC cells HIF-2a reporter, luciferase luminescence, overnight. AID 624352, 2012. 0.72% of 360,000 active. inhibition, % at 18.8 µM;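 active = inhibition of the luminescence signal of 40% or more relative to plate controls, in a single-dose primary screen at 18.75 µM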
# Shn3 3UTR inh: reduction of Shn3 3'UTR firefly luciferase signal, primary screen, Schnurri-3 inhibitor project, cell-based, Clone20 osteoblasts, set 2; Clone20 osteoblast Shn3 3'UTR firefly luciferase, 24 h; AID 588674, 2011; inhibition, % at 12.5 µM; 0.52% of 360,000 active;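 active = mean inhibition of at least 75% with every replicate also reaching 75%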;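 also: 0% = median of neutral control wells and 100% = pilot-screen positive control compound; some compounds past the cut are filed as inactive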
# Peg3 prom inh: Peg3 promoter-driven luciferase inhibitors, primary screen, cell-based, HeLa, luciferase luminescence | HeLa PEG-Prom luciferase reporter, overnight | inhibition, % at 20 µM | 1.7% of 360,000 active | AID 588405, 2011;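 active = inhibition of at least 50% at 20 µM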
# PDI turbidity: inhibitors of human PDI, primary screen, biochemical, turbidity, single point, plate reader | Protein disulfide-isomerase (Homo sapiens), P07237 | PDI insulin aggregation turbidity, A650, 90 min | inhibition, % at 10 µM | 0.052% of 350,000 active;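 active = mean inhibition across replicates of 30% or more, whatever share of single replicates reach that level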;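 also: absorbance from insulin aggregation driven by PDI reduction with DTT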
# Target sequence (P07237 whole entry, looked up): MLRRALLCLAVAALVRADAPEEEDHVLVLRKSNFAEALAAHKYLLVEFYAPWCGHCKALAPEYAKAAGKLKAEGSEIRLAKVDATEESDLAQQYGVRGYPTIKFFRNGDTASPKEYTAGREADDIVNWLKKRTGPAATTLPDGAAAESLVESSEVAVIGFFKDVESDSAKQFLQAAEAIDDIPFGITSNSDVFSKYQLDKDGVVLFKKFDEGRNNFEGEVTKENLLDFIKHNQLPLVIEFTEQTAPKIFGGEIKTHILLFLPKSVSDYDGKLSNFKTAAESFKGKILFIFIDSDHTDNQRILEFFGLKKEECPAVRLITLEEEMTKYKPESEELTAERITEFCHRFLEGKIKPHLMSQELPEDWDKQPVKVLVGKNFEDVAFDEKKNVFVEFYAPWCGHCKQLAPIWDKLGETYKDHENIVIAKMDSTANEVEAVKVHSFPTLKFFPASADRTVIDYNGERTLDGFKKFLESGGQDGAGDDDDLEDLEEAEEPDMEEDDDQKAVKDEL
# TRPM1 prom inh: inhibitors of MITF-dependent TRPM1 promoter reporter, primary screen, cell-based, SK-MEL-5, single point, luciferase | SK-MEL-5 TRPM1 promoter luciferase, 24 h | inhibition, % at 12.5 µM | 0.83% of 330,000 active | AID 488899, 2010;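 active = mean inhibition across replicates of 60% or more, whatever share of single replicates reaches that level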; also: values of inactives mirror those of a sister screen read the other way
# KKLEB tox: cytotoxicity in KKLEB CF airway cells, primary screen, cytotoxicity control for CF NF-kB inhibitor project, cell-based, uHTS, fluorescence assay plates; KKLEB CF airway cells viability, ATPlite luminescence, overnight; hits give low values; cells stimulated with P. aeruginosa culture filtrate; 0.36% of 360,000 active; AID 602141, 2011; activity change (cytotoxicity), % at 5 µM;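 active = corrected activity change at or below -50% at 5 µM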
# Numbers without * were called inactive; . = no result given.
# Sample of the layout (two entries):
SMILES,Vif inh,CF NFkB block,NR2E3 ag-1,NR2E3 ag-2,CaV13 ICDI inh,HIF-2a block,Shn3 3UTR inh,Peg3 prom inh,PDI turbidity,TRPM1 prom inh,KKLEB tox
Cc1ccnn1CCSCC(=O)O,-3,-8,-11,-2,-6,14,-6,11,0,2,1
CS(=O)(=O)Nc1ccc(C(=O)N2CCCC2)cc1,1,7,-6,0,-8,3,-27,16,3,2,4

# The listing, from the start:
SMILES,Vif inh,CF NFkB block,NR2E3 ag-1,NR2E3 ag-2,CaV13 ICDI inh,HIF-2a block,Shn3 3UTR inh,Peg3 prom inh,PDI turbidity,TRPM1 prom inh,KKLEB tox
Cc1ccnn1CCSCC(=O)O,-3,-8,-11,-2,-6,14,-6,11,0,2,1
CS(=O)(=O)Nc1ccc(C(=O)N2CCCC2)cc1,1,7,-6,0,-8,3,-27,16,3,2,4
CC(C)c1cc(CN2CCN(CCC#N)CC2)cc(C(C)C)c1O,18,-6,4,-2,-2,12,1,2,-2,6,2
O=C(NC(=S)N(CCO)Cc1ccccc1)c1cc(Br)ccc1Cl,-4,11,4,4,-1,15,1,8,-7,6,-26
Cc1cc(C(C#N)c2ccccc2F)n2ncnc2n1 (stereo not drawn),-7,-7,30,-1,-4,-5,6,23,0,-5,11
CCN(CC)CCCN(Cc1cc2cc3c(cc2[nH]c1=O)OCO3)C(=S)NCCCOC,-1,-15,31,-1,-21,17,-23,19,3,-7,4
CCN(CC)C(=O)N1c2ccccc2Sc2ccccc21,-11,-11,11,1,-2,13,30,26,-1,4,0
O=C(Nc1ccccc1)c1cccc(N2C(=O)C3C4C=CC(C4)C3C2=O)c1 (stereo not drawn),-5,-14,6,4,-7,-30,-10,-316,18,-4,17
CC(C)NS(=O)(=O)c1ccc(CCC(=O)Nc2cc(Cl)ccc2Oc2ccccc2)cc1,-6,6,35,-1,.,25,83,29,0,11,-4
Cc1cccc(N=C2NC(=O)c3cc([N+](=O)[O-])ccc32)c1,22,-10,-2,1,6,8,-8,3,-11,10,-2
CN(C(=S)NC(=O)/C=C/c1ccc(F)cc1)C1CCCCC1,-4,-36,-8,2,-3,-46,0,-16,5,0,20
Nc1ncc(Br)cc1S(=O)(=O)NCCC(=O)N1CCN(c2ccccn2)CC1,-11,2,2,1,-5,13,18,11,1,-1,2
CC(O)(c1cccc(F)c1)c1nc(-c2ccc3c(c2)OCO3)cs1 (stereo not drawn),7,-26,-30,.,-10,-94,-2,-66,1,.,21
COc1cccc(/C=C2\SC(=S)N(C(C(=O)O)c3ccccc3)C2=O)c1OC (stereo not drawn),3,2,9,0,-3,11,3,-1,-2,-12,6
C/C(=N/NS(=O)(=O)c1ccc(Br)cc1)c1cccc(NC(=O)C2CC2)c1,-2,1,2,.,-11,-3,-2,3,-8,.,-2
CCc1noc(C)c1C(=O)Nc1ccc(C(F)(F)F)cc1,-1,12,-12,1,.,16,2,5,-8,-11,13
Nc1nc2c(ncn2C2CCCC2)c(=O)[nH]1,3,2,-17,.,-6,-1,-19,7,2,-2,1
CN(Cc1ccco1)C(=O)C1CCC(=O)N(CCc2cccc(F)c2)C1 (stereo not drawn),15,-36,-34,2,-10,-3,-2,-4,17,2,2
COc1ccc(Nc2nc(N)nc(CSc3nnc(N)s3)n2)cc1,11,-11,-13,-1,-4,-86,-2,-75,16,-10,-2
O=C(Nc1cccc(Cl)c1)c1cccc(N2C(=O)C3CC=CCC3C2=O)c1 (stereo not drawn),-12,2,-38,-12,-4,-20,13,-11,-2,-12,-5
Oc1ccc(NCc2cccc(OCc3ccc(F)cc3)c2)cc1,14,2,-50,0,-1,-96,17,-88,13,10,-7
CCC(CO)Oc1cc(NCc2ccc(OC)cc2)c2ncn(C(C)C)c2c1 (stereo not drawn),-4,27,-34,-1,-10,9,11,22,-9,16,-10
O=C(NCCCN1CCOCC1)c1ccc2nc(Cc3cccc(Cl)c3)oc2c1,3,0,-9,-4,-3,5,-4,7,-21,3,-10
CC(=O)Nc1cc(-c2cccc(C(=O)NCCN(C)C)c2)cn2c(-c3ccc(F)c(Cl)c3)cnc12,-2,-4,9,.,-5,12,2,-31,-4,.,-8
COc1cc(Cl)c(C)cc1NC(=O)CSc1ccccc1,3,-3,-15,1,-6,-12,-1,-2,-3,11,3
# Going on with the list.
SMILES,Vif inh,CF NFkB block,NR2E3 ag-1,NR2E3 ag-2,CaV13 ICDI inh,HIF-2a block,Shn3 3UTR inh,Peg3 prom inh,PDI turbidity,TRPM1 prom inh,KKLEB tox
CC(=O)N1CCN(Cc2nc3cc(Cl)ccc3c(=O)[nH]2)CC1,-7,-2,-5,3,-2,13,-25,0,3,-1,-8
Cc1nc2sc(C(c3cccc(F)c3)N3CCCC(C)C3)c(O)n2n1 (stereo not drawn),1,-2,16,2,-1,5,5,6,-1,10,3
CCOC(=O)CSc1nc(N)nc(C)c1Cl,-2,-12,-9,2,7,20,1,2,-4,-3,12
CSc1ccccc1NC(=O)Cn1c([N+](=O)[O-])cnc1C,-5,-15,-12,0,-19,2,-67,6,12,-7,4
CC(C)C[C@H](NC(=O)[C@@H]1O[C@H]1C(=O)O)C(=O)NCCCCN=C(N)N,-1,10,10,1,-5,3,10,-9,0,-2,15
COc1ccc(OC)c(NC(=O)C23CCC(C)(C(=O)C2)C3(C)C)c1 (stereo not drawn),8,-8,-2,3,-5,12,-9,7,4,10,5
COc1ccccc1C1=NOC(C)(c2sc(-c3ccc(Cl)cc3)nc2C)C1 (stereo not drawn),-2,-38,-76,1,-10,-170,-19,-129,-2,-40,17
COc1cccc(C2N(Cc3ccccc3)C(=O)C2(F)F)c1OC (stereo not drawn),-6,-1,-27,0,-4,7,3,14,5,4,-14
CCn1cc(/C=C(\NC(=O)c2ccc(C)cc2)C(=O)NCCN2CCOCC2)c2ccccc21,1,-8,-14,.,-18,-5,3,-11,10,2,9
COc1ccc(/C(O)=C2\C(=O)C(=O)N(CCN(C)C)C2c2cccc(OC)c2OC)cc1 (stereo not drawn),-13,-14,-24,2,-3,9,-25,8,-2,1,0
CCOC(=O)N1CCN(C(=O)C(NC(=O)c2ccc(CC)cc2)C(C)C)CC1 (stereo not drawn),-9,-6,16,1,-5,3,5,14,-3,17,18
Cc1cccnc1NC(=O)CCNC(=O)c1ccccc1Cl,1,-18,-1,-2,-5,15,-7,7,1,3,3
O=C(O)COc1ccc(/C=C/c2ccc3cccc([N+](=O)[O-])c3n2)cc1,-6,-13,9,-8,-4,5,-1,-1,1,2,7
Cc1ccc(SCC(=O)Nc2ccc(N3CCOCC3)cc2)c(C)c1,-5,-6,28,-1,-6,8,-19,10,-3,-8,3
Cn1cc([N+](=O)[O-])c(C(=O)N(Cc2ccccc2)Cc2ccccc2)n1,-14,-15,3,-3,-3,1,2,-3,-14,4,-2
CCOC(=O)c1c(C)[nH]c(C(=O)COC(=O)CSC)c1C,-2,1,-4,4,.,3,1,7,11,2,-4
CC(C)C1C(=O)N(Cc2cn(Cc3ccco3)nn2)CCS(=O)(=O)N1Cc1ccc(-c2cccc(N(C)C)c2)cc1 (stereo not drawn),14,-6,-7,.,-5,5,-8,20,-1,.,-1
CCS(=O)(=O)N1CCC(C(=O)NCc2cccc(OC)c2)CC1,-6,4,8,1,-9,-29,-7,-10,2,-1,0
COc1cccc(N2CCN(C(=O)CCC(=O)c3ccc(Cl)s3)CC2)c1,10,-3,-1,1,-5,-7,-15,12,1,.,-7
O=C(CC(O)(c1ccccc1)C(F)(F)C(F)F)c1cccs1 (stereo not drawn),-2,6,-10,-2,-4,3,-6,3,-5,0,0
CCn1c(SCC(=O)Nc2cccc(F)c2)nc2c(c1=O)SC(C)C2 (stereo not drawn),-22,-7,2,4,-5,12,20,20,-2,17,-3
Cc1ccc(C(=O)NC(C(=O)Nc2ccccc2)c2ccccc2)cc1 (stereo not drawn),-16,-2,9,.,-4,22,20,7,6,-9,5

# A different layout for some results above:
# Second line of a record: Vif inh, CF NFkB block, NR2E3 ag-1, NR2E3 ag-2, CaV13 ICDI inh, HIF-2a block, Shn3 3UTR inh, Peg3 prom inh, PDI turbidity, TRPM1 prom inh, KKLEB tox
- Cc1cccnc1NC(=O)CCNC(=O)c1ccccc1Cl
 : 1, -18, -1, -2, -5, 15, -7, 7, 1, 3, 3
- O=C(O)COc1ccc(/C=C/c2ccc3cccc([N+](=O)[O-])c3n2)cc1
 : -6, -13, 9, -8, -4, 5, -1, -1, 1, 2, 7
- Cc1ccc(SCC(=O)Nc2ccc(N3CCOCC3)cc2)c(C)c1
 : -5, -6, 28, -1, -6, 8, -19, 10, -3, -8, 3
- Cn1cc([N+](=O)[O-])c(C(=O)N(Cc2ccccc2)Cc2ccccc2)n1
 : -14, -15, 3, -3, -3, 1, 2, -3, -14, 4, -2
- CCOC(=O)c1c(C)[nH]c(C(=O)COC(=O)CSC)c1C
 : -2, 1, -4, 4, ., 3, 1, 7, 11, 2, -4
- CC(C)C1C(=O)N(Cc2cn(Cc3ccco3)nn2)CCS(=O)(=O)N1Cc1ccc(-c2cccc(N(C)C)c2)cc1 (stereo not drawn)
 : 14, -6, -7, ., -5, 5, -8, 20, -1, ., -1
- CCS(=O)(=O)N1CCC(C(=O)NCc2cccc(OC)c2)CC1
 : -6, 4, 8, 1, -9, -29, -7, -10, 2, -1, 0
- COc1cccc(N2CCN(C(=O)CCC(=O)c3ccc(Cl)s3)CC2)c1
 : 10, -3, -1, 1, -5, -7, -15, 12, 1, ., -7
- O=C(CC(O)(c1ccccc1)C(F)(F)C(F)F)c1cccs1 (stereo not drawn)
 : -2, 6, -10, -2, -4, 3, -6, 3, -5, 0, 0
- CCn1c(SCC(=O)Nc2cccc(F)c2)nc2c(c1=O)SC(C)C2 (stereo not drawn)
 : -22, -7, 2, 4, -5, 12, 20, 20, -2, 17, -3
- Cc1ccc(C(=O)NC(C(=O)Nc2ccccc2)c2ccccc2)cc1 (stereo not drawn)
 : -16, -2, 9, ., -4, 22, 20, 7, 6, -9, 5
